Assay outcomes: PubChem BioAssay, several laboratories
cardiac RTF act: increases calcium sensitivity of human cardiac regulated thin filaments. activation, % at 7.2 µM. IANBD-labeled TnC RTF fluorescence at EC20 calcium; 0% EC20 calcium, 100% full calcium. P19429+P45379. 0.24% of 340,000 active. AID 493008;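 active = activation above the mean over all tested compounds plus 3 SD, cut at about 30% in these data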;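 also: rise in fluorescence read as greater calcium sensitivity of cardiac thin filaments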
MOR-DOR ag: agonists of human mu-delta opioid receptor heterodimerization. activation, % at 9.3 µM. cells, OPRM1-OPRD1 heterodimerization, luminescence. AID 504326. 0.3% of 340,000 active; in the data active = activation above about 18%;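 also: 0% = vehicle-treated cells and 100% = reference agonist; values of inactives mirror those of a sister screen read the other way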
Keap1-Nrf2 PPI: inhibitors of human Keap1-Nrf2 protein-protein interaction | 0.15% of 340,000 active | AID 504523 | inhibition, % at 9.4 µM | Q14145 | Keap1 Kelch-Nrf2 peptide fluorescence polarization, 1536-well; in the data active = inhibition above about 12%;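 also: human Keap1 Kelch domain with fluorescein labeled Nrf2 9mer peptide probe; 0% = neutral control wells and 100% = peptide positive control; higher means more block of Keap1 binding to Nrf2 peptide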
Cardiac RTF inh: cardiac RTF calcium desensitization. P19429+P45379. IANBD-labeled cardiac RTF, Ca2+ fluorescence. inhibition, % at 7.15 µM. 0.12% of 340,000 active;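 active = inhibition above the mean inhibition of all tested compounds plus 3 SD, cut at about 17% in these data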;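 also: assay run at fixed EC70 calcium of 1.6 mM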
MOR-DOR inv ag: inverse agonists of human mu-delta opioid receptor heterodimerization; P35372+P41143; cell-based MOR-DOR heterodimer luminescence, inverse agonism; inhibition, % at 9.3 µM; 0.21% of 340,000 active; in the data active = inhibition above about 22%, passing the limit was not always enough;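 also: 0% = cells with DMSO and 100% = wells without cells with DMSO; values of inactives mirror those of a sister screen read the other way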
Arrestin-AP2 inh: blocks beta-arrestin peptide binding to AP2 adaptin; FITC-arrestin peptide / GST-AP2 beads, flow cytometry; AP2 beta2 appendage carries R879A mutation; 0.31% of 340,000 active; inhibition, % at 10 µM; AID 504490;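 active = inhibition above a set limit, near 3 SD of compounds lacking own fluorescence, cut at about 54% in these data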;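 also: plate controls were DMSO wells for no effect and 5 µM unlabelled arrestin peptide for full effect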
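System: GST-AP2 R879A bound to glutathione beads, E. coli-expressed. Also added: 50 nM FITC-arrestin peptide. Schedule: compound with beads 12 min RT, then probe 1 h RT. Signal: bead flow cytometry, FITC channel. Read-out basis: percent response.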
Wnt act: activates Wnt/beta-catenin signaling in a reporter cell assay. activator, plate reader. activation, % at 9.35 µM. 1.2% of 300,000 active; in the data active = activation above about 30%, passing the limit was not always enough;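 also: 0% = neutral control wells and 100% = positive control wells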
Pemphigus Ab inh: blocks pemphigus antibody binding to human desmoglein-3. AID 588358. DSG3-coupled beads, scFv-anti-DSG3-GFP binding, flow cytometry; stronger effect = lower value. binding (percent of control), % at 10 µM. 0.48% of 310,000 active;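 active = binding more than 3 SD below its plate's average and above zero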;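 also: hits lower antibody fragment binding to DSG3; some compounds called inactive have numbers as strong as hits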
Target sequence (P32926 whole entry, looked up, the tested form may be a part): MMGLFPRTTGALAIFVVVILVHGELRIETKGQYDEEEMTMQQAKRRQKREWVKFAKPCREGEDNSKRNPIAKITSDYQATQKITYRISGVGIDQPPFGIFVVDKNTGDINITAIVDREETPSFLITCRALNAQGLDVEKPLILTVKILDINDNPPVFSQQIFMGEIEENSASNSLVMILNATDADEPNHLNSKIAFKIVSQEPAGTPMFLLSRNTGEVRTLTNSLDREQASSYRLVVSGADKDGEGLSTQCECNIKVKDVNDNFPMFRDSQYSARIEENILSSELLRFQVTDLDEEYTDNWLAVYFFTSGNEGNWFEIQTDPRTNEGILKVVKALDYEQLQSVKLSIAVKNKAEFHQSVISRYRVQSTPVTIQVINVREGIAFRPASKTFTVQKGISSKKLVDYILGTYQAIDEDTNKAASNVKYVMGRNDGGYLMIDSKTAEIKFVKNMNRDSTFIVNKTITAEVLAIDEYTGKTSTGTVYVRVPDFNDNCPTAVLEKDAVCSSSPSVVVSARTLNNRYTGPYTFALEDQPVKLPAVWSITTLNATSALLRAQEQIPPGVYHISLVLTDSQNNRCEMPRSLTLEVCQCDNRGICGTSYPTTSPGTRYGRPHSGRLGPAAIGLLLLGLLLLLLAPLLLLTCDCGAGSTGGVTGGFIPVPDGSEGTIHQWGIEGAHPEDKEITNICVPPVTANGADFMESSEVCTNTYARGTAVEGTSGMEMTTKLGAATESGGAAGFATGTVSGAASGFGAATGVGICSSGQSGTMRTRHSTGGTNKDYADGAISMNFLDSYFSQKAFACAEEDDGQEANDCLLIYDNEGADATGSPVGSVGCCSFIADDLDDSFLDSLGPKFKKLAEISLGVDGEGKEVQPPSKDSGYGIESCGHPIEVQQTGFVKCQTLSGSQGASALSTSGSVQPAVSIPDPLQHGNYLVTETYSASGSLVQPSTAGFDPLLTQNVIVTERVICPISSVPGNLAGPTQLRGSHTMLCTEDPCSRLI
V-ATPase pHluor: yeast V-ATPase proton transport regulation by pHLuorin; S. cerevisiae, pHLuorin cytosolic pH fluorescence; response, % at 10 µM; 0.37% of 350,000 active; in the data active = response mostly above about 7.3%, no sharp cut-off; inactive = mostly below about 5.4%; also: actives read high; inactives centre near 0; some compounds called inactive have numbers as strong as hits; reference of the scale not given here
LANA DNA inh: inhibitors of KSHV LANA C-terminal domain DNA binding; MBP-C-LANA/FAM-LBS DNA binding, fluorescence polarization; inhibition, % at 9 µM; 0.078% of 340,000 active; AID 504423;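 active = highest replicate inhibition at or above 60% at 9 µM, even if other replicates fall short; inactive = all replicates below 60% inhibition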;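 also: 0% = neutral control wells and 100% = 4 µM acridine orange control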
* hit, by the source's call; x = not tested or not shown.

SMILES	cardiac RTF act	MOR-DOR ag	Keap1-Nrf2 PPI	Cardiac RTF inh	MOR-DOR inv ag	Arrestin-AP2 inh	Wnt act	Pemphigus Ab inh	V-ATPase pHluor	LANA DNA inh
COc1ccccc1CNC(=O)C1CSC2(C)CCC(=O)N12 (centres undefined)	2	-1.9	3	-6	8	-7	0	98	2	-0.6
CCOC(=O)N1CCC(N2CCN(S(=O)(=O)c3ccc(C)cc3)CC2)CC1	-9	-2.4	1	-7	14	17	0	98	3	0.0
Cc1ccc(S(=O)(=O)Nc2ccc3c(c2)n(C)c(=O)n3C)cc1	2	-2.1	3	-8	11	-7	13	100	-1	2.8
CCCc1cc(=O)oc2cc(OCC(=O)N(C)C)c(Cl)cc12	-7	-0.8	-3	-24	4	2	x	2.6*	26*	-0.1
O=C1C2C3C=CC(C4CC34)C2C(=O)N1/N=C/c1ccc([N+](=O)[O-])o1 (centres undefined)	6	7.0	-5	6	-41	-1	-1	104	-1	-0.8
O=C(NCC1CCCO1)C1CCN(S(=O)(=O)Cc2ccccc2)CC1 (centres undefined)	-4	-3.1	-4	-2	16	3	-2	99	-1	-1.6
Cc1ccc2c(c1)nnn2C1CCN(CC(=O)Nc2ccc3c(c2)OCCO3)CC1	11	-0.5	-4	-6	3	5	5	x	1	-0.9
CCOC(=O)c1c2ccccc2[n+]([O-])n1CCO	6	-0.4	-7	-6	2	3	-2	103	6	1.1
O=C(Cc1cccc2ccccc12)N1CCN(c2ncccn2)CC1	-4	-3.5	-6	7	18	-10	-1	98	-1	-0.1
O=C(CCC(=O)c1ccc(Oc2ccccc2)cc1)Nc1cccc(Cl)c1Cl	-2	1.6	3	-18	-11	-3	-6	87	1	-1.0

Looked up above:
COc1ccccc1CNC(=O)C1CSC2(C)CCC(=O)N12 (centres undefined) in Wnt act: 0
O=C(Cc1cccc2ccccc12)N1CCN(c2ncccn2)CC1 in Wnt act: -1
CCOC(=O)N1CCC(N2CCN(S(=O)(=O)c3ccc(C)cc3)CC2)CC1 in Wnt act: 0
O=C(NCC1CCCO1)C1CCN(S(=O)(=O)Cc2ccccc2)CC1 (centres undefined) in Wnt act: -2

Next part:
SMILES	cardiac RTF act	MOR-DOR ag	Keap1-Nrf2 PPI	Cardiac RTF inh	MOR-DOR inv ag	Arrestin-AP2 inh	Wnt act	Pemphigus Ab inh	V-ATPase pHluor	LANA DNA inh
CCCCOc1ccc(CSCCN)cc1Cl	1	1.9	1	-3	-9	2	13	x	-6	0.7
C/C(=N/Nc1nc(-c2ccc(Cl)cc2)cs1)c1cccs1	-2	-0.6	4	-2	4	1	-4	103	4	-0.6
Cc1cc(NC(=O)CSc2nc3cc(C)c(C)cc3cc2C)no1	-1	0.8	-2	-27	-5	9	3	x	2	0.3
CN(C)S(=O)(=O)c1ccc(NC(=O)c2cc(-c3cccs3)nc3ccccc23)cc1	2	-0.9	5	-4	5	5	-4	107	-1	0.5
COc1ccc(C(=O)N[C@H](C(=O)Nc2sccc2C(N)=O)C(C)C)cc1	-1	0.0	0	-4	0	23	1	117	0	1.1
O=C(NCCN1CCCC1)C1COc2ccccc2O1 (centres undefined)	5	-3.2	-1	10	17	20	-4	102	5	-0.2
COc1ccc(S(=O)(=O)N2CCN(CCC(=O)Nc3ccccc3F)CC2)cc1	4	-0.5	2	-4	3	1	-2	98	-2	-0.6
O=[N+]([O-])c1cc(C(F)(F)F)cc([N+](=O)[O-])c1NCCNC(=S)Nc1ccc(Cl)c(Cl)c1	0	9.2	-4	-3	-47	-14	2	113	1	-1.5
C(=N/N1CCN(c2ccccc2)CC1)/c1cccs1	2	-1.1	-1	3	6	3	6	89	-1	-0.3
Cc1ccc(CNCc2cc3c(C(C)(C)C)nn(-c4ccccc4)c3[nH]c2=O)cc1	-3	9.2	-4	5	-55	-8	-1	99	-4	-2.4
CCn1c(SCC(=O)Nc2nc(C)cs2)nnc1-c1ccoc1C	-4	-1.4	-1	-11	8	1	-2	98	5	0.0
C(=N\n1cnnc1)/c1cccc2ccccc12	-5	-2.2	3	1	12	21	-2	103	-5	0.1
Cc1ccc(OCC(=O)NS(=O)(=O)c2ccccc2)cc1	0	-0.5	3	-1	2	-45	0	91	-1	-0.6
CC(C)(C)n1nc(-c2ccc(F)cc2)c2c(N)ncnc21	4	-0.1	0	-11	1	-8	x	106	3	0.8
O=S(=O)(NCCC1CC1(Cl)Cl)c1ccccc1 (centres undefined)	-1	-0.1	2	-5	0	46	1	109	-2	-4.6
Cc1onc(C(=O)NC(C)c2ccccc2)c1[N+](=O)[O-] (centres undefined)	1	-4.0	3	-9	20	-2	-1	87	4	0.7
CCN(CC(=O)Nc1ccccc1OC)C(=O)c1cc(-c2ccccc2)nn1-c1ccccc1	-4	-0.9	-4	-1	4	1	0	105	-5	0.7
O=C(O)c1ccc(NS(=O)(=O)c2cc(Cl)ccc2Cl)cc1	-4	-1.0	3	-11	5	0	x	106	7	-1.5
COc1ccc(NC(=O)C2CC2)cc1-n1cnnn1	4	-1.1	-1	-11	7	23	-5	106	0	0.1
Cc1ccc(N=C2c3ccccc3C(=O)C2[N+](=O)[O-])cc1C (centres undefined)	1	-4.5	0	4	22	7	2	106	1	-0.5
CC1CCN(C(=O)COc2ncnc3ccccc23)CC1	-1	-2.7	-2	-5	13	2	-1	99	1	-1.4
CN(CCNC(=O)C1CCC(=O)N(Cc2cccc(F)c2)C1)CCc1ccccc1 (centres undefined)	-2	-3.7	5	3	20	-15	1	104	-2	-0.4
CN(Cc1ccccc1)CC1C2CCC(C2)C1O (centres undefined)	2	-1.9	-1	6	9	-6	1	114	-1	2.7
COc1cccc(C(=O)NN/C(C)=C/C(=O)C(F)(F)C(F)(F)C(F)(F)F)c1	2	0.5	-5	5	-2	-3	6	95	0	1.3
Cc1ccccc1N1C(=O)c2sc3nc4c(c(=O)n3c2C1=O)CCC4	3	-0.2	-3	4	1	18	x	98	1	0.7
O=C(Cn1sc2ccccc2c1=O)N1CCN(C(=O)c2ccco2)CC1	-2	-2.2	-3	-7	11	-9	-2	98	-3	0.1
Cc1cc(C(F)(F)F)nc(SCC(=O)NC2CCCCC2)n1	2	1.7	-5	-1	-14	7	-1	103	0	0.7
CCc1nc2ccccc2c(C(=O)OCC(=O)NCc2ccc3c(c2)OCO3)c1C	0	-0.8	-7	-6	4	14	-3	109	-1	3.5
O=c1c2c(-c3cccs3)csc2ncn1-c1ccc(Br)cc1	2	-1.7	-3	-12	8	14	x	101	4	1.0
O=c1[nH]nc(-c2cccs2)c2ccccc12	5	-2.9	1	2	14	12	-3	101	-3	1.2
Cn1ncc2c(Nc3ccc(Br)cc3)nc(Nc3ccc(Br)cc3)nc21	-7	-0.6	6	7	3	-16	1	94	1	1.8
O=C(c1ccc(S(=O)(=O)Cc2ccccc2F)c([N+](=O)[O-])c1)N1CCCC1	6	1.8	-5	-21	-9	-7	-1	99	-1	1.2
COCCn1c(SCC(=O)Nc2ccc(F)cc2)nc2c([nH]c3ccccc32)c1=O	-5	-0.8	1	-9	5	0	-2	108	0	-1.0
c1ccc(OCc2nc(-c3cccs3)no2)cc1	2	3.3	-2	-15	-17	5	x	108	0	2.3
CCOC(=O)c1ccc2nc(C)c3c(c2c1)OC(C)C3 (centres undefined)	0	-2.3	-3	-4	12	-1	x	103	2	-0.1
CCN(CC)S(=O)(=O)c1cc(NC(=O)c2n[nH]c(=O)c3ccccc23)ccc1C	1	-0.9	-3	-11	4	8	0	96	3	-0.6
CC1=C(C(=O)OC(C)C)C(c2cn(-c3ccccc3)nc2-c2cccs2)NC(=O)N1 (centres undefined)	-7	1.7	8	-7	-11	-2	-1	86	16*	0.0
C[C@@H](C(=O)NCc1ccccc1)[C@@H]1C[C@@]1(C)[C@@H](NC(=O)OCc1ccccc1)c1ccccc1	0	1.2	-6	4	-7	3	-4	105	0	0.6
Cc1ccc(C(=O)NNc2nc3ccccc3nc2C(F)(F)F)cc1	1	-2.9	-9	-7	13	1	x	99	0	-2.1
Cc1nnc(SCC(=O)Nc2ccc([N+](=O)[O-])cc2)n1CC1CCCO1 (centres undefined)	-3	-2.5	-1	-17	13	11	-1	110	0	-0.8
O=C(CCCO)N/N=C/c1ccccc1[N+](=O)[O-]	5	0.6	-4	2	-3	-2	-2	103	0	0.6
O=S(=O)(NCc1cccnc1)c1ccc(Cl)nc1	-9	1.7	-5	1	-10	4	x	114	-3	0.1
O=C(NCCc1ccc(Cl)cc1)c1cccc(N2CCCC2=O)c1	-1	-0.1	-2	-5	0	13	x	98	3	-1.7
CN1C(=O)N(CC(=O)N2CCN(S(=O)(=O)c3ccc(Cl)s3)CC2)C(=O)C12CCCCC2	-5	-2.1	-3	3	8	21	-4	x	0	1.0
O=C(NN1CCCCC1)c1cccc(COc2ccc(Cl)cc2)c1	4	-1.3	-4	-12	7	7	18	124	-1	1.5
CCCn1c(SCC(=O)NC2CCCCC2)nnc1-c1cccnc1	0	-1.6	-1	-8	10	-3	-1	96	3	-0.4
COc1ccc(-n2c(SCC(=O)NCc3ccco3)nnc2-c2c[nH]c3ccccc23)cc1	-7	-1.5	2	0	9	-1	-4	93	2	-0.3

2 entries from above in another layout.
Below each compound: cardiac RTF act, MOR-DOR ag, Keap1-Nrf2 PPI, Cardiac RTF inh, MOR-DOR inv ag, Arrestin-AP2 inh, Wnt act, Pemphigus Ab inh, V-ATPase pHluor, LANA DNA inh
> CN1C(=O)N(CC(=O)N2CCN(S(=O)(=O)c3ccc(Cl)s3)CC2)C(=O)C12CCCCC2
 : -5, -2.1, -3, 3, 8, 21, -4, x, 0, 1.0
> O=C(NN1CCCCC1)c1cccc(COc2ccc(Cl)cc2)c1
 : 4, -1.3, -4, -12, 7, 7, 18, 124, -1, 1.5

Some of these compounds in order of molecular weight, largest number first:
SMILES	cardiac RTF act	MOR-DOR ag	Keap1-Nrf2 PPI	Cardiac RTF inh	MOR-DOR inv ag	Arrestin-AP2 inh	Wnt act	Pemphigus Ab inh	V-ATPase pHluor	LANA DNA inh
C[C@@H](C(=O)NCc1ccccc1)[C@@H]1C[C@@]1(C)[C@@H](NC(=O)OCc1ccccc1)c1ccccc1	0	1.2	-6	4	-7	3	-4	105	0	0.6
Cc1nnc(SCC(=O)Nc2ccc([N+](=O)[O-])cc2)n1CC1CCCO1 (centres undefined)	-3	-2.5	-1	-17	13	11	-1	110	0	-0.8
CCCn1c(SCC(=O)NC2CCCCC2)nnc1-c1cccnc1	0	-1.6	-1	-8	10	-3	-1	96	3	-0.4
O=C(NN1CCCCC1)c1cccc(COc2ccc(Cl)cc2)c1	4	-1.3	-4	-12	7	7	18	124	-1	1.5
O=C(NCCc1ccc(Cl)cc1)c1cccc(N2CCCC2=O)c1	-1	-0.1	-2	-5	0	13	x	98	3	-1.7
O=S(=O)(NCc1cccnc1)c1ccc(Cl)nc1	-9	1.7	-5	1	-10	4	x	114	-3	0.1
O=C(CCCO)N/N=C/c1ccccc1[N+](=O)[O-]	5	0.6	-4	2	-3	-2	-2	103	0	0.6
